Source: PubChem BioAssay
TRPC6 activator – activators of mouse TRPC6 channel; B-score at 10 µM; Q61143; hit rate 0.13% among 310,000; HEK293-TRPC6 membrane potential dye fluorescence; hits give high values; AID 2550;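 active means B-score of the integrated fluorescence ratio above library mean plus 3 SD, and starting fluorescence ratio within library mean plus 5 SD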;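 further: higher score means more depolarization so channel activation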
MrgX1 antag – antagonists of human MrgX1 receptor; Q96LB2; MRGX1-HEK293 calcium flux, Fluo-4, BAM8-22 antagonism; hits give low values; B-score at 10 µM; hit rate 1.3% among 310,000; AID 588676;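 active means calcium-response B-score plate-corrected more than 3 library SD below zero, starting fluorescence within 5 deviations, no agonist response on first addition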;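 further: peak minus trough fluorescence over baseline after final BAM8-22 challenge near maximal dose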
TRPC4 block – inhibitors of mouse TRPC4 channel; Q9QUQ5; B-score at 10 µM; HEK293 TRPC4beta/mu-opioid, DAMGO-evoked Fluo4 calcium flux; hits give low values; hit rate 0.39% among 300,000; AID 2247;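 active means B-score over 3 SD under the library average, no early fluorescence shift, positive overall ratio signal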
Target sequence (Q9QUQ5 whole entry, looked up): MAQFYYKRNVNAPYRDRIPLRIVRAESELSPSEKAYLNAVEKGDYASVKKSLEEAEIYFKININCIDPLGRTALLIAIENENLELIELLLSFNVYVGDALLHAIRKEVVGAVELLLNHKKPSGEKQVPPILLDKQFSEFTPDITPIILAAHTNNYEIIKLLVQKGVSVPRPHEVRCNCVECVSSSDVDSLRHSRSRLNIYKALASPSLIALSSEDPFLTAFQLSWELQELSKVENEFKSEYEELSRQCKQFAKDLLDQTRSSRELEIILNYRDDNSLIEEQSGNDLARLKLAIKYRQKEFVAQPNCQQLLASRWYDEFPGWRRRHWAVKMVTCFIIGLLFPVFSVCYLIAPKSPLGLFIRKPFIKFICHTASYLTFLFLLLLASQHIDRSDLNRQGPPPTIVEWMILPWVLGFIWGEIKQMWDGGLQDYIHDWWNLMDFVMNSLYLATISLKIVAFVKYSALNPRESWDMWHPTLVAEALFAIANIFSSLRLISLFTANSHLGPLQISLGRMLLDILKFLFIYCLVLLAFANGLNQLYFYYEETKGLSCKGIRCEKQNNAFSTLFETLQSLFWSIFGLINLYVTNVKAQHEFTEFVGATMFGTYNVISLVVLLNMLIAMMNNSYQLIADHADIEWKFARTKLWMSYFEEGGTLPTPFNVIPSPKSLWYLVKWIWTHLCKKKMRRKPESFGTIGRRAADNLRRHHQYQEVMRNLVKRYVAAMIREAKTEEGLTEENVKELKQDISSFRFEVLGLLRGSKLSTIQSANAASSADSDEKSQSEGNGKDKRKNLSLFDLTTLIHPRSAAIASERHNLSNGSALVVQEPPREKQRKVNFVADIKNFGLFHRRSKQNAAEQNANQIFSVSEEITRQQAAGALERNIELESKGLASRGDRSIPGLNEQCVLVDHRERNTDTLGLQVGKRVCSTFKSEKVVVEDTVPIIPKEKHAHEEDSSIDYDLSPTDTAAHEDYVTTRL
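Assay system: TRPC4beta/mu-opioid receptor HEK293 cell line; compound dosing: single concentration per test compound; detection: Fluo4 Ca2+ flux fluorescence; evaluation: per-well B score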
MrgX1 PAM – human MrgX1 positive allosteric modulation, primary screen | MrgX1-HEK293, Fluo-4 calcium flux, FDSS; hits give high values | Q96LB2 | hit rate 0.63% among 310,000 | B-score at 10 µM;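 active means plate-corrected calcium response at least 3 library SD above typical, normal starting fluorescence, not activating the receptor alone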;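 further: compound read alongside a low EC10 to EC30 dose of BAM8-22 agonist; peak minus trough fluorescence over baseline measured at the second addition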
SKKanGAS inh – inhibitors of SKKanGAS S. pyogenes growth in kanamycin (SK-promoter or general growth effect); inhibition, % at 7.5 µM; BacTiter-Glo, 6 h; hit rate 1.3% among 300,000;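 active means mean replicate score, as percent of positive control median, at least 50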;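 further: strain carries kanamycin resistance gene driven by streptokinase promoter and grows in 40 µg/ml kanamycin; loss of luminescence reflects streptokinase promoter inhibition or plain growth inhibition; 0% = median of DMSO wells and 100% = positive control at its reference dose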
TRPC4 agonist – TRPC4 (mouse) channel activation. AID 2237. Q9QUQ5. HEK293 TRPC4beta/mu-opioid, Fluo4 calcium fluorescence; hits give high values. B-score at 10 µM. hit rate 0.49% among 310,000;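 active means B-score above 5 SD of library B-scores, and initial fluorescence ratio not above library mean plus 5 SD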;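 further: positive B-score marks a calcium rise read as TRPC4 activation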
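Material: TRPC4beta and mu-opioid receptor HEK293 stable cells | Incubation: 45 min room-temperature Fluo4 loading, 110 s read | Detection: Kinetic Fluo4 calcium fluorescence | Measure: Integrated baseline-normalised fluorescence ratio, converted to per-well B score | Benchmarks: Low control buffer alone, high control maximal DAMGO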
TMEM16A act – activators or potentiators of mouse TMEM16A chloride channel | Q8BHY3 | HEK293 TMEM16A/YFP-H148Q/I152L, iodide quench fluorescence; hits give low values | B-score at 10 µM | hit rate 0.3% among 340,000 | AID 623877;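 active means fluorescence-ratio B-score plate-corrected deviation score at least 3 library SD below zero, with starting fluorescence score within 5 deviations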;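 further: channel opened by trigger with iodide after compound preincubation; score built on the fluorescence ratio of max minus min over baseline; more negative score means more quench and so TMEM16A activation or potentiation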
TRPC4 PAM – allosterically enhances the mouse TRPC4 cation channel. Q9QUQ5. HEK293 TRPC4beta/mu-opioid, DAMGO EC20, Fluo-4 Ca2+ flux; hits give high values. B-score at 10 µM. hit rate 0.42% among 310,000. AID 2227;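 active means B-score of calcium response area above 5 SD of library B-scores, with initial fluorescence ratio within 5 SD of library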;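 further: B-score of integrated fluorescence ratio over time as area under calcium response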
TMEM16A inh – blocks the mouse calcium-activated chloride channel TMEM16A; Q8BHY3; HEK293 TMEM16A/YFP iodide influx fluorescence, ionomycin; normalized B-score (activity score, 25-100; higher = stronger inhibition) at 10 µM; hit rate 1.2% among 310,000;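 active means ratio plate-corrected score three or more library SD toward inhibition, starting fluorescence score within five deviations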;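 further: score derived from kinetic fluorescence span divided by baseline fluorescence per well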
MrgX1 agonist – activates human MrgX1 receptor signaling. MrgX1-HEK293 cells, Fluo-4 calcium fluorescence, agonist mode; hits give high values. AID 588627. Q96LB2. B-score at 10 µM. hit rate 0.44% among 310,000;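 active means calcium response B-score plate-corrected fluorescence ratio at least 3 library SD, with starting fluorescence B-score inside 5 SD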
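Material: HEK293 cells stably expressing human MrgX1 receptor | Quantity: 15,000 cells per well | Times: Cells plated overnight, dye loaded 0.5 h 37 °C, 0.5 h room temperature | Measured by: Kinetic Fluo-4 NW fluorescence of intracellular calcium | Control set: Positive and negative controls per plate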
TRPC6 inhibitor – blocks the mouse TRPC6 cation channel; HEK293-TRPC6, membrane potential dye, ACh-evoked depolarization; hits give low values; hit rate 1.1% among 310,000; B-score at 10 µM;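 active means B-score under library mean minus 3 SD, initial fluorescence not abnormally high, positive integrated signal ratio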;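 further: B-score derived from integrated fluorescence ratio over the kinetic read; more negative B-score means stronger inhibition of depolarization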
* hit, by the source's call; i = inactive; nt = not tested or not shown. Hits appear at their usual frequency, and some 6.7% of all compounds hit somewhere here.

smiles | TRPC6 activator | TRPC4 agonist | TRPC4 block | TRPC4 PAM | SKKanGAS inh | MrgX1 PAM | TMEM16A inh | MrgX1 antag | MrgX1 agonist | TMEM16A act | TRPC6 inhibitor
CN(CC(=O)N1CCN(c2ccc(F)cc2)CC1)S(=O)(=O)c1ccc(F)cc1 | i | i | i | i | 6 | i | i | i | i | i | i
COc1cc(C(=O)NC(=S)NNC(=O)c2cnccn2)cc(OC)c1OC | i | i | i | i | 15 | i | i | i | i | i | i
CCOC(=O)c1nc(-c2ccc(OC)c(OC)c2)no1 | i | i | i | i | -8 | i | i | i | i | i | i
COc1ccc(N2CCN(S(=O)(=O)c3ccc(-c4cc(C)no4)s3)CC2)cc1 | i | i | i | i | -2 | i | i | i | i | i | i
CCc1c(O)nc(SCC(=O)Nc2ccccc2C)[nH]c1=O | i | i | i | i | -3 | i | i | i | i | i | i
CCN(CC)C(=O)c1sc(NC(=O)c2ccc3c(c2)OCO3)c(C#N)c1C | i | i | i | i | 14 | i | i | i | i | i | i
O=c1oc2ccccc2cc1-c1nc2ccccc2o1 | i | i | i | i | nt | i | i | i | i | i | i
CCCC12CN3CC(C)(CN(C1)C3c1ccco1)C2=O (centres undefined) | i | i | i | i | -2 | i | i | i | i | i | i
CN1CCC(=NNC(=O)CN(c2ccccc2)S(=O)(=O)c2ccccc2)CC1 | i | i | i | i | 1 | i | i | i | i | i | i
Cc1ccc2[nH]ccc(=O)c2c1 | i | i | i | i | 0 | i | i | i | i | i | i
O=C(CSc1nc2ccccc2c(=O)n1Cc1ccco1)NCc1ccco1 | i | i | i | i | 2 | i | i | i | i | i | i
N#Cc1cccc(C(=O)OCC(=O)NC(=O)NC2CCCCC2)c1 | i | i | i | i | -5 | i | i | i | i | i | i
Cc1ccc(S(=O)(=O)NCC(=O)OCC(=O)c2c(N)n(C)c(=O)n(C)c2=O)cc1 | i | i | i | i | 3 | i | i | i | i | i | i
CC(C)N(C(=O)CSc1nc2ccccc2n1-c1ccccc1)C(C)C | i | i | i | i | -12 | i | i | i | i | i | i
COc1ccc(NC(=O)c2cc(-c3ccco3)on2)cc1OC | i | i | i | i | -4 | i | i | i | i | i | i
Cc1cccc(NC(=O)CN2C(=O)N/C(=C\c3ccc(N4CCOCC4)cc3)C2=O)c1 | i | i | i | i | 0 | i | i | i | i | i | i
CC(=O)N1c2ccc(S(=O)(=O)NCCC(=O)Nc3ccc(C)c(F)c3)cc2CC1C (centres undefined) | i | i | i | i | -22 | i | i | i | i | i | i
COc1ccc(Cc2nc(-c3cccs3)no2)cc1 | i | i | i | i | 3 | i | i | i | i | i | i
COc1ccc(N(CC(=O)NCc2ccco2)C(=O)CNS(=O)(=O)c2ccc(Cl)cc2)cc1 | i | i | i | i | 0 | i | i | i | i | i | i
O=C1NC2NC(=O)N(C(Cc3ccccc3)C(=O)O)C2N1 (centres undefined) | i | i | i | i | -4 | i | i | i | i | i | i
O=C(N/N=C/c1sc(N2CCOCC2)nc1-c1ccccc1)c1cccc(S(=O)(=O)N2CCCC2)c1 | i | i | i | i | 9 | i | i | i | i | i | -5.9*
O=C(O)C1CCN(C(=O)CCN2C(=O)S/C(=C\c3ccccc3)C2=O)CC1 | i | i | i | i | -3 | i | i | i | i | i | i
COC(=O)CCC/C=C1/SCC(NC(=O)c2ccccc2)C1=O (centres undefined) | i | i | i | i | 4 | i | i | i | i | i | i
Cc1ccc(C(=O)Nc2nc(-c3cccnc3)cs2)o1 | i | i | i | i | -4 | i | i | i | i | i | i
CC1(C)N=C(c2ccccn2)C(C)(C)N1O | i | i | i | i | 0 | i | i | i | i | i | i
NC(=O)c1ccsc1NC(=O)COc1ccccc1 | i | i | i | i | -10 | i | 25* | i | i | i | i
CCCCc1cc(=O)oc2cc(C)cc(OC(C)C(=O)NCc3ccncc3)c12 (centres undefined) | i | i | i | i | -2 | i | i | i | i | i | i
CC(=O)c1ccc(NC(=O)c2ccc3nc(C)sc3c2)cc1 | i | i | i | i | -5 | i | i | i | i | i | i
Cc1cccn2c(=O)c(/C=C(\C#N)C(=O)NC3CCS(=O)(=O)C3)c(N3CCC(C(N)=O)CC3)nc12 (centres undefined) | i | i | i | i | -4 | i | i | i | i | i | i
CCC1(c2ccccc2)NC(=O)N(CC(=O)Nc2cc(S(=O)(=O)N3CCCCC3)ccc2N(C)C)C1=O (centres undefined) | i | i | i | i | 5 | i | i | i | i | i | i
CCOc1cc(S(=O)(=O)N2CCCCCC2)ccc1F | i | i | i | i | -2 | i | i | i | i | i | -6.7*
CCc1ccc(OCCNC(=O)c2cccs2)cc1 | i | i | i | i | 1 | i | i | i | i | nt | i
CCCc1nnc(SCC(=O)Nc2nccs2)o1 | i | i | i | i | 5 | i | i | i | i | i | i
CCN(CC(=O)Nc1ccc(NC(C)=O)cc1)C(=O)c1cccc(S(=O)(=O)N2c3ccccc3CC2C)c1 (centres undefined) | i | i | i | i | 11 | i | i | i | i | i | i
CC(C)(C)c1ccc(S(=O)(=O)NCC(=O)N2CCN(C(=O)c3ccco3)CC2)cc1 | i | i | i | i | -1 | i | i | i | i | i | i
O=C(c1ccc(N2CN(C(=O)c3ccco3)c3nc4ccccc4nc32)cc1)N1CCOCC1 | i | i | i | i | 8 | i | i | i | i | i | i
Nc1nonc1C(=O)NCCNc1ccc([N+](=O)[O-])cn1 | i | i | i | i | -4 | i | i | i | i | i | i
CCc1ccc(-c2cc3c(=O)n(CC(=O)NCc4ccccc4F)ncn3n2)cc1 | i | i | i | i | -9 | i | i | i | i | i | i
COc1ccc2sc(C)[n+](C)c2c1 | i | i | i | i | -5 | i | i | i | i | i | i
COCCNC(=O)C(c1ccc(Cl)cc1)N(CCOC)C(=O)CCC(=O)Nc1nccs1 (centres undefined) | i | i | i | i | 18 | i | i | i | i | i | i
OCCNC(=S)Nc1ccc(Cl)c(Cl)c1 | i | i | i | i | -1 | i | i | i | i | i | i
COc1ccc(C(=O)CSc2nnc(-c3ccco3)n2CC2CCCO2)cc1 (centres undefined) | i | i | i | i | -1 | i | i | i | i | i | i
Cn1nc(-c2ccc3c(c2)OCCO3)c2ccccc2c1=O | i | i | i | i | 3 | i | i | i | i | i | i
CCOCCc1c(O)nc(SCC(=O)NCc2ccco2)[nH]c1=O | i | i | i | i | -6 | i | i | i | i | i | i
Cn1cccc1C(C#N)(CC#N)c1cccc(F)c1C#N (centres undefined) | i | i | i | i | -1 | i | i | i | i | i | i
COC(=O)c1ccc(NC(=O)CSc2nnnn2C2CCCCC2)cc1 | i | i | i | i | -3 | i | i | i | i | i | i
CCN(CC(=O)Nc1ccc(OC)cc1)C(=O)c1cc2c(s1)CCCCC2 | i | i | i | i | -5 | i | i | i | i | i | i
Cc1cc(=O)[nH]c(SCC(=O)Nc2nc(-c3ccccc3)c(-c3ccccc3)o2)n1 | i | i | i | i | 27 | i | i | i | i | i | i
COc1ccc(OC)c2[nH]c(=O)c(CCNC(=O)C(=O)c3c[nH]c4ccccc34)cc12 | i | i | i | i | 2 | i | i | i | i | i | i
Nc1cc(OC(=O)c2ccc(F)cc2)nn1S(=O)(=O)c1ccc(F)cc1 | i | i | i | i | 3 | i | i | i | i | i | i
O=C(CSc1nc2ccccc2c(=O)n1-c1ccccc1)N1CCc2ccccc2C1 | i | i | i | i | -15 | i | i | i | i | i | i
COc1ccc(NC(=S)NNC(=O)Cn2nc(C(F)F)cc2C(F)F)cc1 | i | i | i | i | -11 | i | i | i | i | i | i
O=C(NN1C(=O)C2C(C1=O)C1C=CC2C12CC2)c1ccc(Cl)cc1 (centres undefined) | i | i | i | i | -4 | i | i | i | i | i | i
CC(=O)NC(Cc1ccc(C(C)C)cc1)C(=O)NC1CCN(c2nc(C)cc(C)n2)CC1 (centres undefined) | i | i | i | i | -1 | i | i | i | i | i | i
COc1ccc(NS(=O)(=O)c2cccc(C(=O)NNC(=O)COc3ccccc3)c2)cc1 | i | i | i | i | 2 | i | i | i | i | i | i
CCc1ccc(C(=O)COC(=O)CCc2nc3ccccc3c(=O)[nH]2)cc1 | i | i | i | i | -5 | i | i | i | i | i | i
CSCCCN1CC[C@@H](N2CCN(c3ccccc3F)CC2)[C@H](O)C1 | i | i | i | i | 0 | i | i | i | i | i | i
CC(=O)c1cc(N2CCOCC2)ccc1[N+](=O)[O-] | i | i | i | i | -8 | nt | nt | nt | nt | i | i
O=C(O)c1cccc(CSc2nnc(-c3cccnc3)o2)c1 | i | i | i | i | 4 | nt | nt | nt | nt | i | i
O=C(COc1ccc2ccccc2c1)N1CCN(c2ccccc2)CC1 | i | i | i | i | 20 | i | i | i | i | i | i

Continuation.
smiles | TRPC6 activator | TRPC4 agonist | TRPC4 block | TRPC4 PAM | SKKanGAS inh | MrgX1 PAM | TMEM16A inh | MrgX1 antag | MrgX1 agonist | TMEM16A act | TRPC6 inhibitor
O=C(Nc1ccc(S(=O)(=O)N2CCOCC2)cc1)c1ccc(CN2CCc3ccccc3C2)cc1 | i | i | i | i | 10 | i | 100* | i | i | nt | i
COc1ccc(NC(=O)N2CCC(O)(c3cccnc3)CC2)c(OC)c1 | i | i | i | i | 11 | i | i | i | i | i | i
CCOc1ccc2oc(C(=O)N(CC)CC(=O)Nc3c(F)cccc3F)c(C)c2c1 | i | i | i | i | -2 | i | i | i | i | i | i
CCOC(=O)Cn1nnnc1C(CC)N(Cc1cc2ccc(C)cc2[nH]c1=O)C1CCCC1 (centres undefined) | i | i | nt | i | -10 | i | i | i | i | i | i
CC(C)c1ccc(NC(=O)NCc2ccc3c(c2)OCO3)cc1 | i | i | i | i | 34 | i | i | i | i | i | i
